# ERAP1 HTS inh: human ERAP1 aminopeptidase inhibitors, primary screen, biochemical, single point, plate reader. inhibition, % at 10.7 µM. recombinant ERAP1, Leu-AMC fluorescence, 60 min. AID 652197, 2013. hit rate 0.15% among 340,000. Endoplasmic reticulum aminopeptidase 1 (Homo sapiens), Q9NZ08;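 active = mean replicate inhibition of at least 30%, or all replicates individually reaching that 30% level; inactive = mean below 30% and not every replicate reaching it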;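 note: 0% = neutral control wells and 100% = L-leucinethiol positive control wells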
# Target sequence (Q9NZ08 whole entry, looked up): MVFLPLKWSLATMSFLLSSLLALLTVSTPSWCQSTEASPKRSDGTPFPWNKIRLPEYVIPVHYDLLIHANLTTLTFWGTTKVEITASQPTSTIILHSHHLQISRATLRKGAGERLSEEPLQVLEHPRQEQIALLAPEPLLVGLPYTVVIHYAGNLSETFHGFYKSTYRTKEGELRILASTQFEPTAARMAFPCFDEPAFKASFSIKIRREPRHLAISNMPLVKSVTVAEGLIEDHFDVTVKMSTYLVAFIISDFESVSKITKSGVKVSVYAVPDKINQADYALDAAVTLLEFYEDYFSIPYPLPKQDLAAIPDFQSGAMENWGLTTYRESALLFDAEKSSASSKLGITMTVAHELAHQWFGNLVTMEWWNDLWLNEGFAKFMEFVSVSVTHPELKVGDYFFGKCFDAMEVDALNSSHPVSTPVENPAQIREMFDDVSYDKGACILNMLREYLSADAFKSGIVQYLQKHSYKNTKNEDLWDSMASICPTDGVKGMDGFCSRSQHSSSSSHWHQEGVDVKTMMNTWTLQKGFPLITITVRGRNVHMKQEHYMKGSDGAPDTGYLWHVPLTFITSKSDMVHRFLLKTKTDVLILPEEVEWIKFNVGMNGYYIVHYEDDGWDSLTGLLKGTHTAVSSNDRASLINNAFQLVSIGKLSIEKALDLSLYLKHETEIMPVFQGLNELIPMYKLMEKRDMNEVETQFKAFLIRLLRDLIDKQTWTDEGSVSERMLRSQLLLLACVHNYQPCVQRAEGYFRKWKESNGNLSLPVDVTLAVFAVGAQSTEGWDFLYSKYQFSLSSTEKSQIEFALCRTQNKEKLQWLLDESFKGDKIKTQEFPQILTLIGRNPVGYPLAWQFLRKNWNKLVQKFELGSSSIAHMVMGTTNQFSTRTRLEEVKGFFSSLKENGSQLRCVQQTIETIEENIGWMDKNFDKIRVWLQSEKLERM
# S100A4 inh HTS: inhibitors of S100A4-myosin IIA peptide binding, primary screen, biochemical, fluorescence polarization, TAMRA-MyoIIA peptide; Protein S100-A4 (Homo sapiens), P26447; AID 652163, 2013; hit rate 0.14% among 360,000; inhibition, % at 10.7 µM;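 active = mean inhibition of at least 70% across replicates, with every replicate also reaching that level; inconclusive = mean inhibition reaches 70% but some replicates fall short; inactive = mean inhibition below 70%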
# Target sequence (P26447 whole entry, looked up): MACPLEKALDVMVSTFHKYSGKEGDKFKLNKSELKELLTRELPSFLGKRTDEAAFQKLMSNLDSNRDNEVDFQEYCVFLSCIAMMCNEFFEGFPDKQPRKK
#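 Test system: S100A4 monomer protein; Medium: HEPES pH 7.2 with CaCl2, KCl, NaCl, DTT, Triton; Probe or stimulus: TAMRA-labelled myosin IIA heavy-chain peptide probe, 5 nM; Doses: one dose per compound; Times: polarization read 5 min after assay mix addition, stable 5–60 min; Benchmarks: neutral control DMSO, positive control TFP.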
# RAD54 branch: inhibitors of human RAD54 branch migration, primary screen, biochemical, fluorescence, single point | hit rate 0.14% among 360,000 | RAD54 Holliday junction branch migration, FAM/BHQ fluorescence | DNA repair and recombination protein RAD54-like (Homo sapiens), Q92698 | inhibition, % at 10.4 µM | AID 602329, 2012;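 active = mean normalized replicate activity at least 40 and at least half of replicates scoring 40 or more; inconclusive = only one of the two criteria met; inactive = mean below 40 and under half of replicates reaching 40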;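 note: 0% = median of neutral control wells and 100% = median of positive control wells; inhibitors cause a drop in the FAM fluorescence signal; in these data hits start at about 50%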
# ERp5 block: inhibitors of ERp5-driven insulin aggregation, primary screen, biochemical, turbidity, absorbance 650 nm, single point | inhibition, % at 9.99 µM | Protein disulfide-isomerase A6 (Homo sapiens), Q15084 | hit rate 0.05% among 350,000 | 90 min;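 active = mean replicate inhibition above about 25%, with every replicate also reaching it, limit read from the data, passing the limit was not always enough; inconclusive = only one of those two criteria met; inactive = neither criterion met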
# esBAF inh: Bmi1 luciferase reporter increase in mESCs, primary screen, esBAF inhibitor project, mouse ES cells, Bmi1 luciferase knock-in, single point. 24 h; 100% = twice the neutral-well signal. reporter increase, % at 12.5 µM. hit rate 2% among 350,000; in the data active = activation above about 40%; inconclusive = no clear call, values can overlap the other calls;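 note: 0% = median of the plate's neutral control wells and 100% = double that signal; a rise in the Bmi1 reporter signal indicates esBAF inhibition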
# XiGFP reactiv: activators of inactive X chromosome reactivation, primary screen, imaging, XiGFP fibroblasts, GFP high-content imaging, set 2; activation, % at 7.58 µM; XiGFP mouse fibroblasts, % GFP-positive cells imaging, 3 d; cells co-treated with 5-aza-dC sensitizer; scaled so ellipticine positive control = 100%; hit rate 0.055% among 360,000;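 active = mean normalized replicate activation at least 10% and every replicate at or above 10%; inconclusive = only one of the two criteria met; inactive = mean below 10% and not all replicates reach 10%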;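 note: 0% = median of on-plate neutral control wells and 100% = ellipticine 6 µM median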
#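 Material: XiGFP fibroblasts, SV40-immortalized. Buffer or medium: DMEM plus 5-aza-dC sensitizer. Compound: single concentration per compound, delivered by pin transfer. Times: 3 days compound exposure. Controls: ellipticine 6 µM.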
# RAD52 inh: RAD52 DNA annealing inhibitors, primary screen, biochemical, FRET, single point, set 2; hit rate 0.46% among 360,000; recombinant RAD52 DNA annealing, FRET fluorescence; inhibition, % at 18.7 µM;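 active = every replicate showing at least 50% inhibition; inconclusive = mean inhibition at least 50% but not in every replicate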
# E-sel inducer: E-selectin induction in HUVECs, primary screen, imaging, HUVEC, immunofluorescence imaging, single point. P16581. hit rate 0.37% among 260,000. activation, % at 7.58 µM. normalized: neutral wells 0, TNF-alpha wells 100;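 active = mean E-selectin-positive cell signal at least 10% of the positive control, reached in at least 60% of replicates, without over 20% cell loss; inconclusive = no rule given, readout overlaps actives, possibly toxicity-flagged; inactive = the rest, including those meeting only one limit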;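 note: in these data hits start at about 27%; measured in HUVEC primary endothelial cells; signal is the percent of cells scored E-selectin positive by PE staining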
#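 Test system – human umbilical vein endothelial cells (HUVEC), E-selectin induction · Input – 3,000 HUVEC seeded per well · Buffer or medium – EGM-2, gelatin · Compound dosing – single-point compound dose · Detection – immunofluorescence imaging · Measure – percent E-selectin-positive cells · Controls – TNF-alpha high, DMSO low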
# * = called active by the depositor; i = inactive; ? = inconclusive; . = not tested or not shown.
SMILES,ERAP1 HTS inh,S100A4 inh HTS,RAD54 branch,ERp5 block,esBAF inh,XiGFP reactiv,RAD52 inh,E-sel inducer
COC(=O)C[C@H]1CC[C@H]2[C@@H](COC[C@H](O)CN2S(=O)(=O)c2ccccc2C)O1,-1,8,6,1,0,0.1,-13,0.0
CN(C)C(=O)[C@@H]1[C@@H](CO)[C@@H]2Cn3c(ccc(-c4ccccc4F)c3=O)[C@H]1N2C,4,4,0,1,6,0.0,0,0.1
OCCN1CCN(C(=S)Nc2ccccc2)CC1,-4,8,9,2,-3,0.2,-27,-3.5
CCC/C=C/c1ccc(CN2C(C)C(=O)N(Cc3cn(CC4CCCCC4)nn3)CCS2(=O)=O)cc1 (configuration not stated),4,-23,13,1,-2,0.0,-5,0.9
Cc1ccc(-c2cnc3c(c2)C(=O)N([C@H](C)CO)C[C@H](C)[C@H](CN(C)C(=O)Cc2ccncc2)O3)cc1,-5,0,3,4,-2,-0.3,-28,0.6
CO[C@H]1CN(C)C(=O)c2cc(NC(=O)c3ccno3)ccc2OC[C@@H](C)NC[C@H]1C,11,-35,-28,2,-4,-0.3,i,0.9
CC1CC(C)CN(C(=O)CCS(=O)(=O)c2ccc3c(c2)NC(=O)CS3)C1 (configuration not stated),3,-6,7,0,-12,0.0,-18,.
CCC(C(=O)NC(C)(C)C)N(Cc1ccccc1Cl)C(=O)c1snc(C(N)=O)c1N (configuration not stated),0,5,2,5,-5,0.0,0,0.1
Cc1ccc(C(C(=O)NC2CCCC2)N2CCCC(C)C2)cc1 (configuration not stated),.,0,5,2,7,-0.1,-41,-0.1
COc1ccc(O)c(C(=O)c2coc(=N)c(C(=O)Nc3ccc(SC(F)F)cc3)c2)c1,1,-24,1,-1,12,0.2,-34,-0.3
CN(C)C(=O)OCc1c(-c2ccccc2)ncc2ccccc12,5,-3,.,6,.,0.0,-3,.
CC(=O)Oc1ccc(C(=O)Nc2cccc(C(=O)Nc3ccccc3C(=O)O)c2)cc1,-3,1,-20,-3,-2,0.1,-7,-0.1

# Continued; it opens with the two that closed the last part.
SMILES,ERAP1 HTS inh,S100A4 inh HTS,RAD54 branch,ERp5 block,esBAF inh,XiGFP reactiv,RAD52 inh,E-sel inducer
CN(C)C(=O)OCc1c(-c2ccccc2)ncc2ccccc12,5,-3,.,6,.,0.0,-3,.
CC(=O)Oc1ccc(C(=O)Nc2cccc(C(=O)Nc3ccccc3C(=O)O)c2)cc1,-3,1,-20,-3,-2,0.1,-7,-0.1
COc1ccc(OC)c(S(=O)(=O)NCc2cn3cccc(C)c3n2)c1,1,7,-7,2,-7,.,-6,.
CS(=O)(=O)N(CC(=O)NCc1ccc2c(c1)OCO2)c1cccc(Cl)c1,0,2,-6,-2,-1,0.0,-8,.
C=C1C(=O)[C@]23C[C@H]1CCC2[C@@]1(C)C(C[C@@H]3O)[C@](C)(C(=O)OC)CC[C@@H]1O (some centres not stated),3,0,-1,5,-11,-0.1,-12,-2.3
CO[C@@H]1CN(C)C(=O)c2ccc(NC(=O)C3CCCC3)cc2OC[C@@H](C)N(C(=O)CC2CC2)C[C@@H]1C,-1,-7,2,3,4,0.1,1,0.1
CCCC1CC(C)(C(=O)Cn2[nH]c(=O)ccc2=O)OC1=O (configuration not stated),-1,4,0,-1,.,0.0,-13,.
O=S(=O)(c1ccccc1)N1N=C(c2ccc(Br)cc2)CC1c1ccco1 (configuration not stated),-1,-1,-1,-7,1,0.0,-26,.
Cc1ccccc1S(=O)(=O)N1C[C@@H](O)COC[C@H]2O[C@@H](CC(=O)N3CCOCC3)CC[C@@H]21,-1,2,-4,0,0,0.0,15,-0.1
O=C(NC1(C(F)(F)F)OCCO1)c1ccc(F)cc1,-3,0,.,6,.,-0.1,-6,-0.1
Cc1ccc(S(=O)(=O)NC(=O)C2(C)CCN2C(=O)C2(c3ccc(Cl)cc3)CC2)cc1 (configuration not stated),2,-3,2,4,-2,0.0,-2,0.0
O=S1(=O)CC(O)C(O)CS1 (configuration not stated),65*,3,.,3,.,0.3,-17,0.3
CCN1C(C(=O)Nc2cc(C)on2)=C(O)c2ccccc2S1(=O)=O,5,0,-1,0,-12,0.2,-8,0.3
O=C(NCC[C@@H]1CC[C@H](NS(=O)(=O)c2cccc(F)c2)[C@H](CO)O1)C1CCCCC1,0,-6,-2,-2,1,0.0,6,0.4
CN1C(=O)C(O)(CC(=O)c2ccccc2O)c2cc(Br)ccc21 (configuration not stated),.,1,-3,-1,-6,0.1,-7,.
COc1ccc(C2Nc3ccccc3C(=O)N2NS(=O)(=O)c2ccc(C)cc2)cc1OC (configuration not stated),14,-5,-7,4,.,0.0,-11,.
COc1ccccc1NC(=O)N1CCN(CCc2ccccc2)CC1,-1,1,.,3,.,0.1,-6,5.4
COc1cccc(CN2CC(C(=O)N(C)Cc3nc(C)cs3)CCC2=O)c1 (configuration not stated),-7,-12,-3,3,1,0.8,-4,.
CCOC(=O)c1cc(-c2ccccc2)sc1NC(=O)CSc1nnc(N)s1,0,-4,.,1,-7,-0.2,-9,0.1
C=C(C)Cn1c(=O)c2c(nc3n2CC(C)CN3Cc2ccccc2)n(C)c1=O (configuration not stated),2,-12,9,-1,-2,0.0,-6,.
CC(=O)N1c2ccc(S(=O)(=O)N(C)CC(=O)NCc3ccc(C)cc3)cc2CC1C (configuration not stated),-8,1,3,2,3,0.0,-15,.
CCCNC(=O)N(C)C[C@@H]1Oc2cc(C3=CCCCC3)ccc2S(=O)(=O)N([C@@H](C)CO)C[C@H]1C,2,3,-2,3,-4,-0.1,2,0.0
OCC(O)C(O)C(O)C(O)c1nc2ccccc2[nH]1 (configuration not stated),5,-3,.,-3,-2,0.0,-12,.
N#C[C@@H]1[C@H](c2ccccc2)[C@H](CO)N1S(=O)(=O)c1ccc(F)cc1,2,4,-5,1,-3,0.1,0,0.0
CCCNC(=O)C1CCCN(S(=O)(=O)c2ccc3c(c2)CC(C)N3C(=O)C2CC2)C1 (configuration not stated),-2,5,-3,1,2,0.4,-6,-0.3
CC1C(=O)N2CCCc3cc(NC(=O)C(=O)NCCN4CCOCC4)cc1c32 (configuration not stated),-1,4,-5,3,.,0.0,-5,-1.1
Cc1cc(=O)oc(C)c1C(=O)Nc1ccc(N(C)C)cc1,.,-6,.,0,.,0.0,-5,.
O=S(=O)(Cc1ccccc1)N1[C@H](CO)[C@@H](c2ccccc2)C12CN(CCC(F)(F)F)C2,-1,-8,.,-1,.,0.0,-34,0.3
COC(=O)CCCC1=CC2=C(c3ccccc3)C(=O)C(C)(OC(=O)C3CCCC3)C(=O)C2=CN1CCN1CCOCC1 (configuration not stated),-4,13,0,4,-5,0.1,-65,-0.3
COc1cc2[nH]c(C(=O)NCCc3ccccc3)cc2c(OC)c1OC,-1,-13,-23,1,12,0.0,-7,?
CC(=O)CC(=O)Nc1cccc2c1CCCC2,-4,-2,8,0,-5,.,1,.
O=C(Nc1ccc(NC(=O)c2ccco2)c(Cl)c1)c1ccc2c(c1)OCCO2,-2,6,-1,-6,8,-0.1,-11,2.5
CC(C)CC#Cc1cnc2c(c1)C(=O)N([C@@H](C)CO)C[C@@H](C)[C@@H](CN(C)C(=O)Nc1cccc(F)c1)O2,0,0,7,7,9,0.6,7,0.0
NS(=O)(=O)c1ccc2nc(NC(=O)c3ccc4c(c3)OCCO4)sc2c1,3,-17,-13,-6,.,0.5,-24,0.0
COc1ccc(C#Cc2ccc3c(c2)O[C@@H](CN(C)C(=O)CN2CCOCC2)[C@H](C)CN([C@@H](C)CO)S3(=O)=O)cc1,2,6,1,-1,2,0.3,6,0.7
CC(=O)Nc1ccc2nc(NC(=O)COc3ccc([N+](=O)[O-])cc3)sc2c1,1,0,.,8,.,0.3,-10,.
O=[N+]([O-])c1cc(-c2n(-c3ccccn3)c3ccccc3[n+]2-c2ccccn2)ccc1Cl,2,1,-7,1,.,0.1,-9,-0.1
O=C(NNC(=O)c1ccc(Cl)c(Cl)c1)c1ccncc1,.,10,-8,-2,.,0.1,-5,14
COc1ccc(-c2cc(C(=O)N3CCOCC3)c3ccccc3n2)cc1OC,2,-1,-14,-1,.,0.4,-3,.
O=C(CCN1C(=O)/C(=C\C=C\c2ccccc2)SC1=S)Nc1ccccc1C(=O)O,5,2,4,-3,11,0.0,-55,-0.3
CC1(C)Cc2cccc(OCC(=O)NCCc3ccccc3)c2O1,1,-2,-6,0,18,0.0,3,-0.1
CCn1ccnc1CN(C)Cc1cn(-c2ccc(C)cc2)nc1-c1ccc(F)cc1,7,-9,-2,1,-8,0.1,-10,0.2
Cn1c(=O)c2c(ncn2CC(O)CNc2cccc(Cl)c2)n(C)c1=O (configuration not stated),6,5,.,0,.,0.0,-10,0.1
COc1cc(S(=O)(=O)N2CCOCC2)ccc1NC(=O)COC(=O)/C=C/c1cc(OC)c(OC)c(OC)c1,1,-2,.,-2,.,0.1,-20,0.6
CC(C)CC#Cc1ccc2c(c1)O[C@@H](CN(C)C(=O)c1ccccc1)[C@@H](C)CN([C@@H](C)CO)S2(=O)=O,1,0,-5,-2,-2,-0.5,4,-0.2
CO[C@@H]1CN(C)C(=O)c2cc(NC(=O)CC(F)(F)F)ccc2OC[C@@H](C)N(S(=O)(=O)c2cn(C)cn2)C[C@H]1C,1,-11,-2,4,4,-0.2,-60,0.3
CO[C@H]1O[C@H](CO)[C@@H](OC(=O)Nc2cccc(F)c2)[C@@H]2OC(=O)[C@@H](Cc3ccccc3)C/C=C/C[C@H](Cc3ccccc3)C(=O)O[C@@H]12,0,4,-2,-2,.,.,-13,.
COC(=O)c1c(-n2c(C)cc(C=O)c2C)sc2c1CCCC2,2,35,-2,-6,-2,.,-92,.
Cc1cccc(NC2(C(F)(F)F)N=C(c3ccccc3)NC2=O)n1 (configuration not stated),4,-3,-5,1,1,.,-9,.
COc1ccc(NC(=O)Nc2ccc3c(c2)C(=O)N([C@@H](C)CO)C[C@@H](C)[C@@H](CN(C)C(=O)Nc2ccc(OC)cc2)OCCCC[C@H](C)O3)cc1,-5,-3,5,-5,-2,0.4,6,-0.1
CC1(C)C[C@H]2C3=CCC4[C@@]5(C)CC[C@H](O)[C@](C)(CO)C5CC[C@@]4(C)[C@]3(C)C[C@@H](O)[C@@]2(CO)[C@@H](O)[C@@H]1O (some centres not stated),3,0,-3,3,-3,.,-10,.
O=C(CN1CCC(c2nc3ccccc3s2)CC1)N1CCCCC1,-2,-6,5,7,16,0.0,-20,.
COc1ccc(-c2csc(Nc3cc(C)ccn3)n2)cc1OC,5,-4,1,0,43*,0.0,-1,.

# Compound activity (PubChem)
